# E coli Lon inh = inhibitors of E. coli Lon protease | inhibition, % at 7.94 µM | actives 0.42% (n = 360,000) | purified E. coli Lon protease, fluorescence polarization | AID 602123; in the data active = inhibition above about 13%, passing the limit was not always enough;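 also: 0% = enzyme with probe and DMSO and 100% = no enzyme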
# Neddylation inh = cullin neddylation inhibition. P61081+Q13564. TR-FRET cullin neddylation, biochemical. calls only at 25 µM. actives 0.58% (n = 360,000). AID 651699; in the data active = inhibition above about 36%
# MLLE-PAM2 inh = inhibitors of microRNA-mediated deadenylation, human PABP1 MLLE binding | P11940 | GST-MLLE / FITC-PAM2 fluorescence polarization | inhibition, % at 20 µM | actives 0.36% (n = 360,000); in the data active = inhibition above about 35%, passing the limit was not always enough;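 also: plate controls were DMSO wells with GST-MLLE for no effect and wells lacking GST-MLLE protein for full effect; some results filed as inactive read as strong as hits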
# SKN-1 inh = C. elegans SKN-1 inhibition; C. elegans VP596 Pgst-4::GFP/RFP ratio, acrylamide-induced, 24 h; inhibition, % at 21.8 µM; actives 0.49% (n = 360,000);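 active = interference check ratio from 0.5 to 1.5 plus GFP to RFP signal ratio inhibition reaching or exceeding a fixed threshold, cut at about 30% in these data, passing the limit was not always enough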; also: some compounds called inactive have numbers as strong as hits
# FAS TE block = blocks the thioesterase domain of human fatty acid synthase | P49327 | recombinant FAS-TE, OMFH fluorogenic substrate, fluorescence endpoint | inhibition, % at 15 µM | actives 0.67% (n = 360,000) | AID 602261;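 active = compounds whose normalised, plate-corrected inhibition of enzyme fluorescence in the single-dose primary screen is 50% or more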;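 also: 0% = DMSO with enzyme and 100% = substrate without enzyme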
# Rin1 Abl inh = human Rin1-Abl interaction inhibition. P00519+Q13671. TR-FRET Rin1/Abl binding, biochemical. inhibition, % at 7.35 µM. actives 0.4% (n = 360,000); in the data active = inhibition above about 5%, passing the limit was not always enough
# CendR NRP1 mod = modulators of CendR peptide binding to human neuropilin-1; O14786; FAM-RPARPAR peptide binding to NRP-1, fluorescence polarization; inhibition, % at 25 µM; actives 0.85% (n = 360,000); AID 602438;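 active = inhibition or corrected inhibition above about 18%, plus a signal ratio from 0.5 to 1.5, limit read from the data, passing the limit was not always enough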; also: strong numbers were not always called active
# Target sequence (O14786 whole entry, looked up): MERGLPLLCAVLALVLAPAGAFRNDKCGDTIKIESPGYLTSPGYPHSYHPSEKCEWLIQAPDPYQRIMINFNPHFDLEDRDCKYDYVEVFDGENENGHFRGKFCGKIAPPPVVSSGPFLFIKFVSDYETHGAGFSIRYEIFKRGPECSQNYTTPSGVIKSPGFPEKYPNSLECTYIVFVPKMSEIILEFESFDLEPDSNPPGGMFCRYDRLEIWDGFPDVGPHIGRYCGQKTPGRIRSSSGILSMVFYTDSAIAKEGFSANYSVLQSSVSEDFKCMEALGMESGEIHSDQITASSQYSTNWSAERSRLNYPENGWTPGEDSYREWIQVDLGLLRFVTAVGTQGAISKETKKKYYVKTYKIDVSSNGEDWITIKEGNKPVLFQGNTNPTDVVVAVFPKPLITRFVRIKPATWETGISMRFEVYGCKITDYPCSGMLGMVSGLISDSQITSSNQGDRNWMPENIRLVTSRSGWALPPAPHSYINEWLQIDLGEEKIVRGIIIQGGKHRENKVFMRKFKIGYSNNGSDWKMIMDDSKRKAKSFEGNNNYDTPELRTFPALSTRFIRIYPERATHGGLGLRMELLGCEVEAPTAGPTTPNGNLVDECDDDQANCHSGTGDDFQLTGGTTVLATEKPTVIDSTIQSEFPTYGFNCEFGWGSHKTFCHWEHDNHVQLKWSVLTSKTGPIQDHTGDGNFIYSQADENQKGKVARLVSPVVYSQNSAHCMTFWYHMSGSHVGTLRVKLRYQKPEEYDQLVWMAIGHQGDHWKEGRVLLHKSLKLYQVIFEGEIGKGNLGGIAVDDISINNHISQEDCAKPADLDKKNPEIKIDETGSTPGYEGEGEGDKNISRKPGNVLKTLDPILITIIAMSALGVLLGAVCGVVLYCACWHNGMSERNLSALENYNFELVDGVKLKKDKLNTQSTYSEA
# MT1-MMP act inh = inhibitors of human MT1-MMP activation | HT1080 RFP-PRO-GFP cells, GFP/RFP ratio fluorescence, overnight; percent of plate control window, DMSO zero | actives 0.061% (n = 360,000) | P50281 | GFP/RFP ratio change, % at 20 µM;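 active = GFP/RFP ratio change of at least 30% with cell ATP level not reduced by more than half and red fluorescence within 50% of control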; also: strong numbers were not always called active
#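 Material: RFP-PRO-GFP reporter HT1080 cells. Dosing: single-point 20 µM compound, 1% DMSO. Controls: DMSO and RFP-L50D-GFP cell wells. Timing: cells overnight before dosing, compound overnight, 37 °C, 5% CO2. Measure: GFP/RFP fluorescence ratio.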
# bovine MsrA act = activators of bovine methionine sulfoxide reductase A | purified bovine MsrA, absorbance read-out | activation, % at 10.6 µM | actives 0.3% (n = 360,000); in the data active = activation above about 7.5%;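 also: 0% = vehicle and 100% = reference activator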
# * = called active by the depositor; i = inactive; . = no result given; + = active, no number; & = joins results of further samples.
SMILES	E coli Lon inh	Neddylation inh	MLLE-PAM2 inh	SKN-1 inh	FAS TE block	Rin1 Abl inh	CendR NRP1 mod	MT1-MMP act inh	bovine MsrA act
COc1ccc(N2c3ccccc3CN(Cc3ccccc3)[C@@H](C)[C@H]2Cc2cccnc2)cc1	-5.4	i	11.5	10.6	14.9	-3.5	-12.9	-10.3	0.0
N#CC1=C(N)Oc2c(ccc3cccnc23)C1c1ccncc1 (centres undefined)	-2.1	i	10.7	-2.4	-2.1	4.4	-0.6	0.0	2.3
CSc1nc(N)c2c3c(sc2n1)CN(C)CC3	8.2	+	-23.7	4.1	-8.3	-4.7	-23.2	-3.5	-7.4
COc1ccc(NC(=O)c2nc[nH]c2C(=O)N[C@H](C)c2ccccc2)cc1	1.5	i	14.1	-1.6	56.3*	1.4	-2.0	11.8	-8.2
CCc1ccc2c(c1)NC(=O)C2(C)Cc1ccccc1OC (centres undefined)	4.4	i	5.8	8.8	0.9	1.6	7.0	0.7	-3.5
OC(COCC1COc2ccccc2O1)CN1CCCCC1 (centres undefined)	2.6	i	1.3	7.4	-9.3	1.0	-14.3	-1.4	-5.5
Cc1nc(N/N=C/c2cccc(F)c2)cc(N2CCOCC2)n1	-11.8	i	1.4	7.6	4.5	0.0	-0.8	-2.6	-5.7
CC(=O)c1cc(C(=O)N2CCc3c([nH]c4ccccc34)C2C2CCCCC2)[nH]n1 (centres undefined)	-0.9	i	-14.8	-8.1	2.4	3.8	-21.7	-6.1	-5.1
O=C(COc1ccc(Cl)cc1)N(Cc1ccco1)C1CCS(=O)(=O)C1 (centres undefined)	-19.2	i	5.6	8.9	-2.2	-1.0	6.0	-2.5	-1.8
NC(=O)N1c2ccccc2C=Cc2ccccc21	-1.1&1.4	i	-18.3&15.9	-1.7&-0.9	-4.4&-0.5	-0.8&2.0	0.6&-9.6	1.0&2.7	-7.3&-5.9
Cc1ccc(S(=O)(=O)N2CCC(C(=O)Nc3cccnc3)CC2)cc1	-5.5	i	4.7	-1.7	-4.0	5.7	-13.2	-1.4	-3.2
O=C(Nc1ccc(Oc2ccc(NC(=O)c3ccco3)c(NC(=O)c3ccco3)c2)cc1)c1ccco1	-6.0	i	-1.8	14.3	13.7	3.8	0.2	0.6	-3.4
O=C(CCSc1nc2ccccc2o1)N1CCOCC1	-3.2	i	-36.1	11.7	-17.8	-0.1	-25.6	-7.1	-4.2
CC(C)(C)OC(=O)N1CCCN(C(=O)Nc2ccc(OC(F)(F)F)cc2)CC1	6.8	i	-8.4	-18.0	3.0	3.0	1.5	4.2	-5.4
Cc1noc(C)c1COc1ccc(C(=O)Nc2cccnc2)cc1	1.6	i	-18.3	-14.8	-2.6	-4.6	18.2	4.4	3.2
CC(C)(C)NC(=O)CN(C(=O)CS(=O)CC(=O)Nc1ccc(F)cc1)c1ccccc1 (centres undefined)	-2.1	i	-28.6	-26.8	-8.7	0.5	-1.9	-1.1	-3.3
COC(=O)CNC(c1ccccc1)c1cc(C)ccc1NC(=O)c1cccc(Cl)c1 (centres undefined)	7.2	i	8.9	13.6	26.8	-5.1	-6.7	-16.3	-2.1
COc1n[nH]c(C(=O)NCc2ccccc2)c1[N+](=O)[O-]	-0.7	i	-6.8	1.9	0.0	0.5	2.9	-8.1	-1.8
CC#CCc1cc2ccccc2c(=O)o1	-3.2	i	-0.8	6.4	-3.6	2.4	-7.4	2.5	-9.0
CCCCn1cnc(C(=O)OCC)c1N	4.4	i	14.3	5.1	-6.5	0.3	0.5	2.5	-3.0
COc1ccc(CN(C)C(=O)/C=C/c2ccc(S(=O)(=O)N3CCOCC3)cc2)cc1F	-0.9	i	8.2	3.8	3.4	-0.2	-3.4	-0.6	-0.5
Cn1c(Cn2cnc(Cl)c2Cl)nc2ccccc21	-2.0	i	1.1	-16.2	-2.5	3.0	-2.2	2.1	-2.0
O=C1CCCCN1CCCC(=O)N1CCCC(Nc2ccc(F)cc2)C1 (centres undefined)	-3.4	i	-12.8	-9.4	-5.6	1.6	5.1	2.4	-9.3
CCC(=O)Nc1ccc(Oc2ccc3c(c2)C(=O)N(c2ccc(O)cc2)C3=O)cc1	5.5	i	-1.9	8.0	-9.1	-6.8	-10.1	2.4	-1.2
c1ccc2cc3[nH]c(CN4CCOCC4)nc3cc2c1	8.0	i	2.4	7.4	-4.6	-4.0	-7.4	4.5	-1.2
CN(C)c1ccc(/C=C/c2ccc3ccccc3[n+]2C)cc1	-27.4	i	-182.8	87.6	-24.0	-45.3	-42.8	86.6	-0.2
COc1ccc(C)cc1S(=O)(=O)NC1CCCC1	-1.7	i	-6.2	7.5	-0.4	2.3	6.5	2.3	1.8
C/C(=N\NC(=O)c1ccc(NS(=O)(=O)c2cccs2)cc1)c1ccc(Cl)cc1	-5.7	i	-4.4	12.2	-5.3	3.4	-10.1	0.8	0.2
O=C(Nc1nc2c(s1)CN(Cc1ccccc1)CC2)C1CCC1	12.0	i	-33.2	22.1	-8.4	-1.6	-31.4	-1.7	1.6
CC(=O)NC(C1C(=O)CC(C)(C)CC1=O)(C(F)(F)F)C(F)(F)F	5.3	i	-17.9	5.0	-7.5	-2.2	6.7	0.8	-3.6

# Single entries from above:
# COc1ccc(CN(C)C(=O)/C=C/c2ccc(S(=O)(=O)N3CCOCC3)cc2)cc1F in SKN-1 inh has 3.8
# C/C(=N\NC(=O)c1ccc(NS(=O)(=O)c2cccs2)cc1)c1ccc(Cl)cc1 in bovine MsrA act has 0.2

# More records follow.
SMILES	E coli Lon inh	Neddylation inh	MLLE-PAM2 inh	SKN-1 inh	FAS TE block	Rin1 Abl inh	CendR NRP1 mod	MT1-MMP act inh	bovine MsrA act
CC(=NCc1ccccc1)C1=C(O)COC1=O	-2.2	i	-8.8	4.4	-1.6	-1.5	4.4	-1.1	-13.7
CNC(=O)c1cc(NC(=O)N(CCC#N)CCN(C(=O)NC(Cc2ccccc2)C(=O)NC(CC(C)C)C(=O)NC)c2ccccc2)ccc1OC (centres undefined)	-9.8	i	-1.4	-6.8	-2.1	3.1	-19.9	-0.9	-2.9
CC1CCCN(C(=O)CN2CCN(C(=O)c3ccco3)CC2)C1 (centres undefined)	-0.4	i	11.3	-4.2	-6.9	-0.8	2.7	-7.0	-5.3
O=C(CN1C(=O)NC2(CCCCC2)C1=O)N1CCc2ccccc2C1	0.8	i	1.1	-1.5	-6.8	2.2	-10.7	1.7	-1.7
CC1(C(=O)Nc2ccc(F)c(Cl)c2)Cc2c(-c3ccccc3)ccnc2O1 (centres undefined)	-0.7	i	12.8	-6.3	24.7	6.2	-7.5	-0.5	-11.7
COc1cc(/C=N/NC(=O)c2ccc3nc[nH]c3c2)ccc1O	-8.5	i	10.1	-5.4	-7.3	-6.8	-13.5	-0.2	-3.6
CCOc1ccc(CCNC(=O)COn2nnc3ccc(S(=O)(=O)N4CCOCC4)cc32)cc1OCC	-1.9	i	-15.7	-23.2	-2.0	2.9	-3.4	-4.3	-5.7
CCOC(=O)N(C)c1c(CC)nc2c(OCc3cccc(Cl)c3)cccn12	-1.4	i	-4.0	18.0	0.6	-1.6	-173.7	-8.3	9.2*
CC(=O)Nc1nc2[nH]ccc2c(=O)[nH]1	-17.0	i	-13.8	-15.9	-6.8	-0.3	9.4	1.1	-2.1
COCCNC(=O)CC(c1ccccc1)c1ccccc1	-8.4	i	10.3	35.9*	-5.2	0.1	9.2	1.7	1.1
CC(NC(N)=O)C(=O)Nc1ccc(Cl)c(S(=O)(=O)Nc2ccc(Br)cc2)c1 (centres undefined)	1.6	i	4.8	-3.2	-0.2	3.4	-17.1	-0.4	0.7
O=C(Cn1c(-c2ccccc2Cl)nc2ccccc21)Nc1cccc(Cl)c1	-3.0	i	-1.9	-8.9	-10.4	2.4	21.2*	-1.5	-4.7
Cc1ccc(-n2nc(C)cc2N)c(C)c1	2.1	i	4.8	-6.6	0.3	1.3	14.7	-2.1	-2.4
CCn1nc(C(=O)N[C@@H](CCSC)c2nc3ccccc3[nH]2)c2ccccc2c1=O	-3.6	i	9.4	6.3	3.7	1.1	19.0	0.4	-1.1
Cn1c(SCC(=O)Nc2ccccc2[N+](=O)[O-])nnc1C(F)(F)F	-1.4	i	9.6	8.4	-3.4	-5.7	3.6	0.4	-0.9
CCOC(=O)[C@]12CCCC=C1N(CCC1=CCCCC1)C(=O)[C@H](CC(=O)NCCc1ccccc1OC)C2	.	i	.	9.1	.	.	2.3	-3.6	.
O=C(NCCC1=CCCCC1)c1cc(-c2ccncc2)nc2ccccc12	-11.0	i	-0.6	3.7	0.3	-3.4	2.9	2.0	-2.1
COc1ccc(OC)c(S(=O)(=O)Nc2cc3c(cc2N2CCCC2)n(C)c(=O)c(=O)n3C)c1	-0.4	i	-6.9	7.1	5.7	-2.6	-0.6	1.4	-5.7
CC(C)c1ccc(NC(=S)N2CCN(S(=O)(=O)c3ccccc3)CC2)cc1	-5.8	i	-86.4	6.1	20.6	-3.9	-1.7	-0.8	-4.8
O=C(COc1ccccc1)Nc1nnc(COc2ccccc2)s1	-4.2	i	-0.4	-6.1	-5.7	-1.5	-13.2	1.9	-4.5
CC(=O)Nc1ccccc1C(=O)C(=O)Nc1ccc(C(=O)NCC2CCCO2)cc1 (centres undefined)	-4.5	i	7.1	-6.6	-5.3	-3.9	2.7	1.1	1.1
O=c1cc(O)c2ccc(O)cc2o1	4.0	i	9.9	8.6	-3.6	1.9	-2.5	-6.6	-1.9
Nc1nnc(CCCCc2cccs2)o1	-0.1	i	2.6	-7.0	-10.8	7.6*	11.7	-0.2	0.7
Cc1ccc2[nH]c3c(=O)n(Cc4ccncc4)cnc3c2c1	-5.5	i	10.2	-21.5	-9.1	1.3	2.9	5.0	2.7
Cc1ccc(-n2nc(C)c3cc(C(=O)O)sc32)cc1	-6.0	i	0.7	-11.1	-4.7	2.6	9.0	2.8	-1.0
O=C(CNc1n[nH]c(=O)[nH]c1=O)N/N=C/c1cccnc1	12.7	i	4.7	-7.8	-7.6	-4.5	-1.3	2.0	-5.1
CCCNS(=O)(=O)c1ccc(OCC(=O)N2CCCC2)cc1	-3.6	i	3.9	10.6	-7.4	-1.2	10.5	-3.3	-8.9
CN(C(=O)COC(=O)c1cc([N+](=O)[O-])ccc1Sc1ccccc1)C1CCS(=O)(=O)C1 (centres undefined)	2.1	i	12.0	-1.5	13.3	-1.4	3.5	0.8	-1.9
Cc1cc(C)c(NC(=O)Nc2ccccc2C)c(Cl)c1	-14.3	i	11.0	-8.5	-5.4	-1.5	2.1	1.2	-2.0
COc1ccc(-c2noc(-c3cccs3)n2)cc1OC	-12.2	i	-0.6	3.8	5.3	-2.0	-16.0	-0.9	-2.0
CCN(C(=O)CN1C(=S)NC(C)(C)CC1C)c1ccc(C)c(C)c1 (centres undefined)	9.1	i	-4.5	-14.0	-1.3	-0.3	5.9	-1.5	-7.4
Cc1cc(C)n2c(SCC(=O)NC3CCCCC3)nnc2n1	1.5	i	6.6	-1.1	-4.4	2.9	-3.2	1.9	-2.5
Cc1cccc(-n2c(C)cc(/C=N/NC(N)=S)c2C)c1	-4.5	i	-27.0	26.1	-33.0	0.9	0.1	-3.8	-2.9
O=[N+]([O-])c1cccc(-c2noc(COc3ccccc3)n2)c1	-0.6	i	-1.8	14.4	29.2	5.0	-5.4	3.0	-4.6
C=CCOc1ccc(CNc2ccc3[nH]c(=O)[nH]c3c2)cc1OCC	-78.5	i	18.5	-2.0	-4.0	-6.8	-18.8	-11.9	-0.2
